BLM inh – Bloom syndrome helicase (human) inhibition | Potency, µM (series often up to 56.1 µM), inactives show top-dose activity change, negative = inhibition, hits mostly inhibitors | recombinant BLM DNA unwinding, fluorescence dequenching | AID 2528 | 350,000 compounds, 0.2% hits;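 also: potency is read from the fitted curve at half-maximal effect; plate controls were vehicle for no effect and no enzyme for full effect; nearly all actives have a fitted effect of over 35% in size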
POLB inh – inhibitors of human DNA polymerase beta. 340,000 compounds, 1.3% hits. Potency, µM (titrated, usually from 114 µM), without a hit: at the highest dose activity change, negative = inhibition, actives largely listed as inhibitors. Pol beta primer extension/strand displacement, fluorescence kinetic. P06746; also: potency is read from the fitted curve at half-maximal effect; % is scaled to controls: 0 for no effect and ±100 for the full control effect
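Values derive from four-parameter Hill fits of normalized kinetic data: reads at 0 and 10 min following addition of 50 nM substrate to 10 nM Pol beta preincubated 15 min with compound.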
APE1 inh – blocks human APE1 abasic DNA cleavage | Potency, µM (doses to about 65.8 µM), without a hit: at the top dose activity change, negative = inhibition, most hits filed as inhibitors | P27695 | recombinant APE1, TAMRA/BHQ-2 abasic DNA cleavage fluorescence | 350,000 compounds, 0.35% hits;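 also: potency is read from the fitted curve at half-maximal effect; plate controls were vehicle for no effect and reference inhibitor for full effect; nearly all actives have a fitted effect of over 55% in size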
Target sequence (P27695 whole entry, looked up): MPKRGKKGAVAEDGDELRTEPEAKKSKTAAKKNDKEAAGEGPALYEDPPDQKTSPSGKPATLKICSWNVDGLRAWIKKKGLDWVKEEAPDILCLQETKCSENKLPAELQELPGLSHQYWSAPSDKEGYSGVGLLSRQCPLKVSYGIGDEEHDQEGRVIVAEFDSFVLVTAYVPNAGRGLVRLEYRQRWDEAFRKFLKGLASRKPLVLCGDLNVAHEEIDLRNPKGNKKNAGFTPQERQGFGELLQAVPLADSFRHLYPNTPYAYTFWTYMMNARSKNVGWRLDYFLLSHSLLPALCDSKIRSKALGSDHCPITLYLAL
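APE1 at 0.75 nM final was preincubated with compound 15 min at room temperature, then 50 nM double-stranded THF abasic-site substrate (5'-TAMRA/3'-BHQ-2) was added. Fluorescence (ex 525/em 598 nm) was read kinetically; third-minus-first read gave activity.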
TRHR ag – agonists of human TRH receptor; AID 493084; 360,000 compounds, 0.18% hits; activation, % at 2 µM; TRHR cells, calcium flux fluo-8, FDSS agonist mode; P34981; in the data active = activation above about 30%; also: 0% is about no effect
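Fluo-8-loaded TRHR cells; 10 s baseline, compound added, kinetic Ca2+ fluorescence read 1/s, agonist mode.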
ERG Ets-DNA blk – inhibitors of human ERG Ets domain-DNA interaction. P11308. fluorescence polarization, His-ERG Ets domain / labelled DNA. 370,000 compounds, 0.028% hits. Potency, µM (highest dose often 76.9 µM), inactives show at the top dose FP activity, negative = inhibition, hits mostly inhibitors; active = well fitted inhibition curve with a large enough effect in the polarisation, with a control signal flat; inconclusive = small, poorly fitted or top-dose-only effect, or effect the other way, or a change in a side signal; inactive = no such curve, though single readings can be large or run the other way; the % refers to the polarisation;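 also: polarization taken with two DNA probes labelled with fluorescein and Texas red; potency is read from the fitted curve at half-maximal effect; % of control where 0% means no effect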
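His-tagged ERG Ets domain (1 uM in the protein solution; 300mM KCl, 50mM Tris-HCl, 1mM EDTA, 1mM DTT, pH 7.5) received compound, then a probe mix of 5 nM fluorescein-DNA and 100nM Texas-615-DNA. Fluorescence polarization was read for both dyes.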
12-LOX inh – blocks human arachidonate 12S-lipoxygenase. 580,000 compounds, 1.1% hits. Potency, µM (titrated, usually from 108 µM), for inactives: at the highest dose activity change, negative = inhibition, hits mostly inhibitors. purified 12hLO, xylenol orange hydroperoxide absorbance. P18054; also: potency is read from the fitted curve at half-maximal effect; % is scaled to controls: 0 for no effect and ±100 for the full control effect
Target sequence (P18054 whole entry, looked up): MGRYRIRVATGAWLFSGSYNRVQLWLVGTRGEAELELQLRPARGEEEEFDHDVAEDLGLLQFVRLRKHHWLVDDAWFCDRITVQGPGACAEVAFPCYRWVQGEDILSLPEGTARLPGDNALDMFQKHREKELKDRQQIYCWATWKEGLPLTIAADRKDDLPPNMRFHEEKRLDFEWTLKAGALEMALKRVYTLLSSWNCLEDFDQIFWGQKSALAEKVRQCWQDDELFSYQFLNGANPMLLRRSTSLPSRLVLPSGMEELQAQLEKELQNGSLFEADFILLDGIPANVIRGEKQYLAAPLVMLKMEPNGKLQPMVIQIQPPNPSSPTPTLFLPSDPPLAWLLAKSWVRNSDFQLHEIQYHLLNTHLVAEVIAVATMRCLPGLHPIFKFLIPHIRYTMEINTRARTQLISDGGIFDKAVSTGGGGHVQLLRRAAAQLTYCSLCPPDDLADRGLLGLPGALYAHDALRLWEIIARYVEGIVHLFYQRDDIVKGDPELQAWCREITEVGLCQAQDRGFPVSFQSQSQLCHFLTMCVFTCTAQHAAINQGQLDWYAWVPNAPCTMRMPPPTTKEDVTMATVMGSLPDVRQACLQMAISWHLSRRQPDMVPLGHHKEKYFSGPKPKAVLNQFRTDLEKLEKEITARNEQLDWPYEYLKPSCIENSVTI
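Hydroperoxide product was detected by ferrous iron/xylenol orange as the 573 to 405 nm absorbance ratio. Arachidonic acid at 40 uM (final) was turned over for 30 min at room temperature by 150 nM human 12hLO, pH 7.0 Hepes buffer, after 15 min compound preincubation.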
Pol iota inh – inhibitors of human DNA polymerase iota; Q9UNA4; Pol iota fluorescent replication assay, 10 min; Potency, µM (series often up to 115 µM), without a hit: at the highest dose activity, negative = inhibition, usual class: inhibitors; 390,000 compounds, 1% hits; AID 588590; also: potency is read from the fitted curve at half-maximal effect
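Pol iota at 10 nM preincubated 15 min with compounds at room temperature; reaction started with fluorescent substrate, 50 nM final. Fluorescence read kinetically at 0 and 10 min; buffer-only wells as negative control.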
Apoferritin bind – candidate novel general anesthetic via apoferritin binding; Potency, µM (titrated, usually from 77.5 µM), without a hit: top-dose activity change, negative = displacement, hits mostly inhibitors; P02791; apoferritin/1-aminoanthracene competitive binding, fluorescence; 350,000 compounds, 0.074% hits; also: potency is read from the fitted curve at half-maximal effect; % is scaled to controls: 0 for no effect and ±100 for the full control effect; nearly all actives have a fitted effect of over 20% in size
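Horse-spleen apoferritin (10 uM) was mixed with 50% saturated 1-aminoanthracene in PBS, exposed to compounds for 10 min at room temperature, and read for fluorescence (ex 380 nm, em 535 nm). Competitive displacement was fitted with a four-parameter Hill equation.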
POLK inh – blocks human DNA polymerase kappa activity | Q9UBT6 | purified Pol kappa, fluorescent DNA synthesis assay, 10 min | Potency, µM (series often up to 107 µM), inactives show at the top dose activity, negative = inhibition, hits mostly inhibitors | 400,000 compounds, 0.53% hits | AID 588579; also: potency is read from the fitted curve at half-maximal effect; % is scaled to controls: 0 for no effect and ±100 for the full control effect
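10 nM Pol kappa was preincubated with compounds for 15 min at room temperature. Reaction started with 50 nM (final) substrate. Fluorescence read kinetically at 0 and 10 min.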
Starred values were filed as active, the others as inactive; i = inactive; u = inconclusive; x = no result given; [ ] = remark or other dose. Unless noted, calls follow the shape of the dose curve; as a rule, active = well fitted curve in the direction sought with a large enough effect; inconclusive = small, poorly fitted or top-dose-only effect, or another doubt; inactive = no such curve, though single readings can be large; an effect the other way counts as inactive or inconclusive.

SMILES	BLM inh	POLB inh	APE1 inh	TRHR ag	ERG Ets-DNA blk	12-LOX inh	Pol iota inh	Apoferritin bind	POLK inh
COc1cc(C2c3c(oc4cc(C)c(C)cc4c3=O)C(=O)N2CCCN2CCOCC2)ccc1O (configuration not stated)	4%	8%	x	-0.1	2%	-25%	-15%	4%	-11%
C[C@H](OC(=O)N1CCN(C(c2ccccc2)c2ccccc2)CC1)[C@@H]1O[C@@]2(C)CCC[C@H]1O2	x	x	17%	-0.5	-19%	3%	-13%	x	-3%
COC(=O)[C@@]12CCCCN1[C@H](c1ccc(-c3ccccc3)cc1)[C@H]1C(=O)N(C)C(=O)[C@H]12	x	x	-19%	0.1	11%	-6%	9%	x	-8%
CCCc1nc2sc3c(c2c(=O)n1NC(=O)c1ccco1)CC(C)(C)OC3	4%	-14%	1%	0.4	2%	0%	24%	-3%	-18%
Cc1ccc(C(=O)N2CCN(c3ncc(C(F)(F)F)cc3Cl)CC2)s1	-3%	33%	13%	5.2	-15%	x	-12%	-4%	-12%
COc1ccc(C(=O)Nc2ccccc2-c2nc(-c3ccc(OC)cc3)no2)cc1	-10%	1%	x	0.2	1%	-11%	32%[activator]	0%	-2%
Cc1[nH]nc(SCC(=O)N2CCCC2)c1[N+](=O)[O-]	-7%	-3%	1%	0.0	2%	23%	u	-8%	-9%
CCC(=O)Nc1cc2[nH]c(=O)cc(C)c2cc1C	-10%	-13%	1%	0.2	4%	-14%	68%[activator]	-5%	5%
O=S(=O)(NCCc1csc2nc(-c3ccccc3)nn12)c1ccc(Oc2ccccc2)cc1	-1%	-15%	x	0.2	2%	-19%	-8%	-10%	-10%[60.1 µM]
COC(=O)c1nn(-c2ccc(-c3ccccc3)cc2)cc1O	-4%	4%	10%	0.1	-4%	0%	2%	-3%	-3%
O=C(COC(=O)c1ccc(Cl)nc1)Nc1ccc(N2CCCCC2)cc1	x	x	30%	x	5%	u	52%[activator]	x	-14%
COc1ccc(S(=O)(=O)N2CCCC(C(=O)N3CCOCC3)C2)cc1Cl (configuration not stated)	-1%	21%	17%	0.4	14%	i	7%	-1%	6%
O=C(OCC(=O)N1CCc2ccccc21)c1cncc(Br)c1	-5%	25%	-7%	1.6	-9%	u	37%[activator]	-2%	-13%
Nc1cccc(C(=O)N/N=C/c2ccsc2)c1	-20%	1%	-2%	0.7	-3%	0%	44%[activator]	4%	-14%
CCOc1ccc(NC(=O)CCSc2nc(-c3ccc4c(c3)OCO4)cc(C(F)(F)F)n2)cc1	3%	10%	x	-0.4	1%	-1%	22%	8%	-6%
COCC(C)NS(=O)(=O)c1ccc(C(=O)NC(Cc2ccccc2)c2ccccc2)cc1 (configuration not stated)	-7%	-8%	60%[activator]	0.3	2%	-10%	-25%	-20%	-18%
COc1cc([N+](=O)[O-])cc2cc(C(=O)N3CCN=C3c3ccccc3)c(=O)oc12	-5%	-5%	25%	-0.2	14%	-12%	15%	-7%	-2%
O=C(CCC(=O)N1CC2CCCN2c2ccccc21)NCc1ccccc1 (configuration not stated)	0%	18%	x	-0.4	3%	u	-7%	-15%	0%
CCOc1cccc2cc(C(=O)OCC(=O)Nc3c(C)cccc3CC)c(=O)oc12	x	x	1%	-0.7	-1%	u	-26%	x	-15%
CC(=O)c1ccc(Nc2nc(C)cc(C)n2)cc1	-2%	21%	20%	-1.1	-1%	6%	101%[activator]	-9%	1%
Cc1cccc(C)c1NC(=O)CNCC(=O)Nc1c(C)cccc1C	-2%	10%	12%	0.2	-11%	32%[activator]	-8%	-10%	-3%
O=[N+]([O-])c1ccc(Cl)c(-c2ccc(/C=N/c3c(-c4ccco4)nc4ccccn34)o2)c1	-11%	50µM*	5%	x	-1%	u	u	1%	-13%
COc1cccc2oc3ccc(C#CC4(N)CCCCC4)cc3c(=O)c12	35%[activator]	-20%	3%	0.7	-15%	u	u	105%[activator]	1%
CC(Oc1ccc(-c2ccccc2)c(F)c1)c1ccn(S(=O)(=O)c2cccc3ccccc23)n1 (configuration not stated)	-5%	84%	-1%	3.1	70%[activator]	0%	35%[activator]	-16%	-14%
O=C(NCC1CCCO1)c1ccccc1 (configuration not stated)	-3%	0%	10%	-0.5	-11%	1%	11%	-10%	-7%
COc1ccc(C(=O)c2cn(CC(=O)Nc3cc(C)ccc3C)c3nc(C)ccc3c2=O)cc1	-4%	-2%	x	1.8	-4%	-12%	13%	u	4%
COCCN(C(=O)c1c(C)noc1C)c1c(N)n(CC(C)C)c(=O)[nH]c1=O	x	x	-23%	0.1	x	u	38%[activator]	x	0%
COc1ccc(CN2CCCC(CO)(Cc3ccc(F)cc3)C2)c(OC)c1OC (configuration not stated)	-14%	46%	-4%	-0.6	-5%	-8%	-1%	-10%	11%
Cc1cc(C)nc(SCc2nnc(SCC(=O)Nc3ncc(C)s3)n2Cc2ccco2)n1	7%	5%	13%	0.4	3%	9%	18%	-8%	-11%
CN1CCN(CCC(=O)Nc2ccccc2)CC1	1%	35%	8%	-0.9	-21%	3%	161%[activator]	4%	2%
N#Cc1ccsc1NC(=O)COC(=O)c1ccc(NC(N)=O)cc1	-4%	-11%	-3%	1.4	12%	5%	23%	-7%	-15%
CCOc1c(C)cnc2c1c(=O)n(Cc1ccccc1Cl)c(=O)n2C	-3%	15%	0%	-0.5	-2%	6%	25%	-6%	-5%
COc1ccc(C(=O)OC(C)CN2CCOCC2)cc1OC (configuration not stated)	0%	-19%	-8%	-0.1	-12%	-10%	-4%	1%	-15%
Cc1occc1-c1nnc(SCCCC(=O)c2ccc(F)cc2)n1C	-16%	26%	11%	-0.6	6%	-24%	6%	-22%	-1%
OC(CN1CCCCCC1)CN(c1ccccc1)c1ccccc1 (configuration not stated)	-2%	14%	-8%	1.2	6%	i	17%	-12%	-18%
Cc1cccc(OCCCC(=O)O)c1	-2%	-3%	-1%	1.0	2%	0%	4%	-7%	2%
NC(Cc1c[nH]c2ccc(OCc3ccccc3)cc12)C(=O)O (configuration not stated)	1%	-2%	11%	1.1	5%	25%	24%	-1%	2%
CCS(=O)(=O)N1CCC(C(=O)NCCc2ccc(C)cc2)CC1	2%	0%	6%	-2.6	x	-9%	4%	5%	-3%
CCOC(=O)c1sc2nc(CC(=O)OC)nc(NCc3ccco3)c2c1C	-16%	-23%	-10%	5.0	15%	171%[activator]	u	3%	-23%
CN1CCN(/C(=N\O)c2nonc2N)CC1	0%	u	3%	-0.4	12%	0%	27%	-18%	-10%
CCN(CC)S(=O)(=O)c1cc(NS(=O)(=O)c2ccc(Cl)c(C(=O)O)c2)ccc1C	2%	-2%	13%	0.1	9%	0%	48%[activator]	-13%	0%
Cc1cccc(N(CC(=O)NC2CCCC2)C(=O)CNC(=O)c2ccco2)c1C	-3%	15%	12%	-0.1	-14%	25%	28%	-12%	3%
COC(=O)c1c(-c2ccccc2)csc1NC(=O)C1CC=CCC1C(=O)O (configuration not stated)	-1%	u	-9%	1.1	-1%	-4%	84%[activator]	-7%	-4%
O=C1CCCC(c2ccccc2)N1 (configuration not stated)	-4%	32%	-4%	0.4	x	-14%	12%	6%	-9%
CCOc1ccc(NCc2cccn2-c2nnc(N3CCC(C(=O)NCCc4ccc(OCC)c(OCC)c4)CC3)s2)cc1	-7%	6%	x	0.1	2%	-9%	-6%	49%[activator]	-1%
CCOC(=O)C1CCCN(CC(=O)Nc2cc(C)cc(C)c2)C1 (configuration not stated)	-3%	3%	2%	-0.7	-3%	u	149%[activator]	-2%	-18%
COCc1cc(C)nc2c1C(=O)NC(c1ccc(C)cc1)N2Cc1ccccc1 (configuration not stated)	-9%	u	x	0.0	3%	-13%	-20%	52%[activator]	2%[60.1 µM]
O=C(NCCc1ccc(Cl)cc1)c1cc(-c2ccc(Cl)cc2)n[nH]1	-3%	25%	x	-0.1	-6%	-11%	15%	2%	7%
CCc1nccn1S(=O)(=O)c1cc(Br)ccc1Br	-3%	1%	x	-0.9	3%	-3%	-1%	-10%	1%
COC(=O)C1=C(C)NC2=C(C(=O)c3ccccc32)C1c1ccc(-c2ccc(C(=O)O)cc2)o1 (configuration not stated)	0%	-12%	-3%	46*	13%	x	u	0%	-26%
CCn1cc(S(=O)(=O)CC(=O)Nc2ccc3c(c2)OCO3)c2ccccc21	-7%	7%	u	-1.6	4%	14%	-24%	-9%	-2%
O=c1c2cc3c(cc2n(Cc2cccc(F)c2)c(=O)n1Cc1nc(-c2ccccc2)no1)OCO3	0%	7%	x	-0.1	0%	-16%	-12%	0%	-3%
CCN(CC)S(=O)(=O)c1ccc2[nH]c(=O)cc(C(=O)Nc3cccc(C(C)=O)c3)c2c1	-1%	2%	1%	0.4	10%	-17%	u	u	-3%
CCCN(CCC)CCNC(=O)C1CCCN(S(=O)(=O)c2ccc3c(c2)oc(=O)n3C)C1 (configuration not stated)	2%	48%	18%	-0.4	0%	3%	2%[58.9 µM]	-3%	-7%

Full records from above. Values in the order: BLM inh	POLB inh	APE1 inh	TRHR ag	ERG Ets-DNA blk	12-LOX inh	Pol iota inh	Apoferritin bind	POLK inh
`CCCN(CCC)CCNC(=O)C1CCCN(S(=O)(=O)c2ccc3c(c2)oc(=O)n3C)C1` (configuration not stated) reads 2%	48%	18%	-0.4	0%	3%	2%[58.9 µM]	-3%	-7%
`CCc1nccn1S(=O)(=O)c1cc(Br)ccc1Br` reads -3%	1%	x	-0.9	3%	-3%	-1%	-10%	1%
`CCN(CC)S(=O)(=O)c1ccc2[nH]c(=O)cc(C(=O)Nc3cccc(C(C)=O)c3)c2c1` reads -1%	2%	1%	0.4	10%	-17%	u	u	-3%

Some of the compounds tested, so the mix of outcomes need not match the whole.
